# TNAP activation fold – human TNAP enzyme activators, primary screen, biochemical, luminescent, no phosphate acceptor, uHTS (AID 1001); purified TNAP, luminescent activation assay, no phosphate acceptor; higher activation fold means a stronger effect; activation fold at 20 µM, or EC50 in µM where a hit was titrated; actives 0.03% (n = 200,000); in the data active means activation fold from about 3, or a potency from the dose series; inactive means the rest, 99 in 100 with activation fold below about 1.6; further: many of its hits are not listed in these tables
# CSM14.1 death rescue – protection against thapsigargin-triggered cell killing – 384-well, CSM14.1, ATP luminescence, primary screen (AID 1222); CSM14.1 thapsigargin-induced death rescue, ATP luminescence; higher % means a stronger effect; cellular ATP content (survival), % at 20 µM, or EC50 in µM where a hit was titrated; 190,000 tested, under 10 active;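 active means EC50 below 50 µM in the dose-response confirmation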;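 further: death triggered by thapsigargin at about 15 µM added after 2 h compound pretreatment; cell ATP read after overnight thapsigargin exposure of roughly 18 to 22 hours; normalized against plate controls of thapsigargin alone and 5% DMSO vehicle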
# WT yeast gro inh – growth inhibition of WT yeast, mitochondrial fusion screen; mitochondrial fusion phenotypic screen, WT strain; inhibition, % at 10 µM; actives 2.1% (n = 190,000); AID 1362; in the data active means inhibition above about 58%; tested in S. cerevisiae
# UTI89 phage lysis – inhibition of K1F phage lysis, E. coli UTI89, bacterial capsule biogenesis inhibitors, alamar blue (AID 488966). actives 0.02% (n = 340,000). E. coli UTI89 K1F phage lysis, alamar blue, 2 h; higher % means a stronger effect. inhibition, % at 100 µM, or IC50 in µM where a hit was titrated;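 active means phage lysis inhibition, versus mean bacterial control, above a set limit; inconclusive means no clear call, values can overlap the other calls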;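 further: capsule biogenesis inhibitors block K1F phage lysis so surviving cells raise fluorescence; higher fluorescence means more inhibition of phage lysis; actives were called in the ten point dose series up to 300 µM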
# PMI inhibitors – inhibitors of human PMI, primary screen, biochemical, fluorescence intensity, coupled assay (AID 1209); purified PMI enzyme, coupled fluorescence intensity; higher % means a stronger effect; inhibition, % at 20 µM, or IC50 in µM where a hit was titrated; actives 0.42% (n = 190,000);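 further: plate controls were DMSO vehicle for no effect and wells lacking substrate for full effect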
# Lipid droplet – hepatic lipid droplet formation modulation; AML12 mouse hepatocytes, oleate lipid droplets, BODIPY imaging; inhibition, % at 6.5 µM; actives 0.4% (n = 240,000);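 active means lipid droplet intensity inhibited by at least 50%, with more than 500 cells counted; inconclusive means wells with under 300 cells, treated as cytotoxic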
#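 Material – AML12 mouse liver cells · Also added – oleate loading, 100 µM · Compound dosing – 6.5 µM single-point dosing · Times – overnight treatment with compound plus oleate · Measured by – fluorescence imaging, 20x objective, two fields per well · Read-out – percent inhibition of filter-corrected integrated lipid droplet intensity per well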
# PMI inhibition – human PMI inhibitors, high substrate, primary screen, biochemical, fluorescence intensity, high mannose 6-phosphate (AID 1220); recombinant PMI enzyme, coupled fluorescence intensity; higher % means a stronger effect; one-dose inhibition, % at 20 µM; IC50 in µM for titrated hits; actives 0.66% (n = 190,000)
# M1AAP inhibition – malaria alanyl aminopeptidase activity blockers – biochemical, fluorogenic H-Leu-NHMec substrate, 1536-well (AID 1445) | recombinant M1AAP, H-Leu-NHMec fluorogenic kinetic assay; higher % means a stronger effect | one-dose inhibition, % at 30 µM; IC50 in µM for titrated hits | actives 0.42% (n = 220,000);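 active means primary inhibition above the hit cutoff, then over 50% inhibition at one or more dose response concentrations, cut at about 23% in these data, passing the limit was not always enough; inconclusive means conflicting primary data, or primary hits not chosen for dose response; inactive means low primary inhibition, or under 50% at every dose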;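 further: plate controls were DMSO full reaction for no effect and no enzyme background for full effect; strong numbers were not always called active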
# Myeloid diff 2 – compounds promoting myeloid differentiation; AID 624256; actives 1% (n = 360,000); ER-HoxA9 myeloid progenitors, lysozyme-GFP differentiation, flow cytometry; calls only at 10 µM;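 active means normalized GFP-positive differentiation at or above the plate's own cutoff, the solvent-only control mean plus 3 SD; inconclusive means no clear call, values can overlap the other calls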;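 further: cells exposed to compound for four days before flow analysis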
# WT yeast gro inh mutant strain – recorded beside WT yeast gro inh, whose call it bears; inhibition, %; mitochondrial fusion phenotypic screen, mutant strain inhibition
# Lipid droplet cells 6.5 µM – second read-out of Lipid droplet, no call of its own (marks repeat the call); cell count; measured here: cell count, cytotoxicity flag;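 cells counted across two imaged fields per well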
# Myeloid diff 2 GFP+ MAC1+ % – further read-out of Myeloid diff 2, marked with its call; GFP+ MAC1+ double positive, %; measured here: differentiation confirmed by MAC1 staining
# * marks the source's active call; other numbers are inactive results; i = inactive; u = inconclusive; x = no result given; + = active, no number; [ ] = remark or other dose. Unless noted, no stated cut-off is given here; in the data, active means inhibition above about 50%; inactive means the rest.
SMILES,TNAP activation fold,CSM14.1 death rescue,WT yeast gro inh,WT yeast gro inh mutant strain,UTI89 phage lysis,PMI inhibitors,Lipid droplet,Lipid droplet cells 6.5 µM,PMI inhibition,M1AAP inhibition,Myeloid diff 2,Myeloid diff 2 GFP+ MAC1+ %
CC(=O)Nc1ccccc1OC(C)C(=O)NC(C)c1ccc(F)cc1 (stereo unspecified),1.1,1.4%,1,-16,1.0%,17%,5,665,5%,2%,i,0.6
O=[N+]([O-])c1cccc(S(=O)(=O)c2cccc([N+](=O)[O-])c2)c1,1.1,0.2%,3,0,1.4%,-2%,-1,700,-2%,5%,i,0.2
C=C(C)CSc1nc(C)c(Cc2ccccc2)c(=O)[nH]1,1.1,-1.0%,-22,-15,0.3%,15%,12,686,11%,-1%,i,1.0
Cc1ccc(C)n1NC(=O)c1ccccc1O,1,-1.2%,0,-2,0.0%,2%,x,x,0%,10%,i,0.6
COc1ccc(CN2CCN(C(=O)c3ccco3)CC2)cc1OC,1.2,0.0%,-9,0,-0.7%,-7%,1,686,-9%,10%,i,0.7
COCC(=O)Nc1ccc(OC)c(Cl)c1,1.1,-0.1%,6,7,0.5%,16%,-4,735,7%,3%,i,0.3
COc1ccc(S(=O)(=O)CCC(=O)Nc2ccc(OC)cc2OC)cc1,1.1,0.9%,-10,-10,0.7%,-15%,-3,695,-6%,0%,i,6.2
COc1ccc(C)cc1NC(=O)c1cc2c(s1)CCC2,1.1,-2.5%,10,14,6.0%,8%,16,649,-4%,8%,i,0.7
O=C(COC(=O)Cc1ccc2c(c1)OCCO2)Nc1ccc(S(=O)(=O)N2CCCC2)cc1,1.1,-0.4%,3,-7,0.0%,2%,-4,689,-5%,2%,i,1.0
CSc1ncccc1C(=O)OCC(=O)c1cccs1,1,0.1%,-10,-5,0.0%,-4%,-2,750,2%,-4%,i,0.5
Cc1cc(Cl)ccc1NC(=S)N(CCCN1CCOCC1)Cc1cccs1,1.1,-0.5%,7,16,2.3%[50 µM],0%,12,557,-7%,-1%,i,2.0
CCOC(=O)c1c(C)[nH]c(C)c1C(=O)COC(=O)[C@@H]1CCCN1S(=O)(=O)c1ccc(Cl)cc1,1.1,-1.1%,27,9,-2.6%,1%,4,659,-32%,5%,i,8.7
CCC1(CC)NC(=O)N(CC(=O)NCc2ccc3c(c2)OCO3)C1=O,1.1,-1.3%,-1,19,2.9%,-5%,6,730,-5%,1%,i,2.3
Cc1ccnc(NC(=O)Cc2ccc([N+](=O)[O-])cc2)c1,1.1,3.4%,1,-5,-0.6%,4%,-8,565,7%,-2%,x,x
CCCS(=O)(=O)N1CCC(C(=O)N2CCCC2)CC1,1.1,-3.6%,14,29,1.1%,9%,-7,730,8%,1%,i,0.0
CN(C1=NC(=O)C(CC(=O)O)S1)c1ccc(O)cc1 (stereo unspecified),1.1,-0.3%,10,-5,3.6%,7%,36,710,13%,1%,i,0.5
CN(NC1OC(=O)c2ccccc21)c1ccc(Cl)cc1[N+](=O)[O-] (stereo unspecified),x,x,x,x,-3.0%,x,-5,728,x,1%,i,0.1
CCCC(=O)Nc1ccc(NC(=O)Cc2ccccc2)cn1,1.1,-3.1%,15,10,0.0%,13%,-12,809,4%,-5%,i,0.4
Fc1cccc(NCc2ccoc2)c1,1.3,0.6%,-10,3,-0.8%,-7%,x,x,-8%,8%,i,4.6
CCOP(=O)(OCC)C(NC(C)=O)C(=O)c1ccccc1 (stereo unspecified),1.2,-0.1%,-10,2,0.4%,-2%,23,681,0%,3%,i,0.1
COc1ccc(N2CCN(C(=O)CCNC(=O)c3ccc(C(C)(C)C)cc3)CC2)cc1,1.2,0.9%,-10,-30,0.5%,26%,16,649,28%,-8%,i,0.5
Cc1ccc(CCNC(=O)CS(=O)Cc2nc(-c3cccs3)oc2C)cc1 (stereo unspecified),x,x,x,x,0.2%[50 µM],x,18,633,x,10%,i,0.3
Cc1[nH]c2ccccc2c1C(=O)CN1CCCC1,1.1,-3.9%,-4,-7,2.7%,-4%,x,x,3%,0%,i,2.2
O=C1c2ccccc2C(=O)C1c1nccc2ccccc12,1.1,-4.2%,18,32,0.3%,4%,-5,659,2%,7%,u,x
CCN(CC)c1ccc(-c2n[nH]c(=S)n2-c2ccccc2C)cc1,1.7,-0.7%,4,25,-0.2%,14%,-11,705,21%,2%,i,0.8
CCOC(=O)CNC(=O)CSc1nc(N)cc(N)n1,1.1,-2.0%,-19,-21,0.6%,9%,2,719,7%,-7%,i,0.7
CC[n+]1c(C)cc2c(sc3ccccc32)c1C,1.1,-1.0%,30,18,0.0%,-36%,-1,666,-71%,-2%,u,x
CCOC(=O)N1CCN(CCC(=O)Nc2cc(OC)cc(OC)c2)CC1,1,-1.8%,8,4,1.7%,-5%,-17,697,-2%,-2%,i,1.3
CN(C)c1ccc(P(=O)(OC2CCCCC2)C(O)c2ccncc2)cc1 (stereo unspecified),x,x,x,x,0.9%,x,-1,674,x,2%,i,0.9
Cc1cccc(Cl)c1NC(=S)NCCc1ccccn1,x,x,x,x,-0.7%,x,-24,728,x,-3%,i,0.7
C/C(N)=C(/C#N)C(=O)COC(=O)Cc1coc2ccc3ccccc3c12,1,-1.0%,5,-17,0.5%,4%,-14,643,11%,-7%,i,1.0
CCN1CCN(c2ccc(N=Cc3ccc(O)cc3O)cc2)CC1,0.9,0.9%,-3,-10,0.4%,11%,18,610,18%,15%,i,0.2
CCc1ccc2[nH]c3nc(C)cc(C)c3c(=O)c2c1,1.1,-0.9%,-12,-22,4.5%,12%,6,637,3%,6%,i,0.3
Cc1ccnc(SCCn2c(N3CCN(C)CC3)nc3c2c(=O)n(C)c(=O)n3C)n1,x,x,x,x,0.6%,x,-7,756,x,0%,i,0.4
O=C(O)C1C2C=CC(O2)C1C(=O)Nc1ccc(S(=O)(=O)Nc2ccccc2)cc1 (stereo unspecified),1.1,0.4%,-9,2,-0.1%,2%,-17,679,-1%,3%,i,0.9
O=C1c2ccccc2NC2CCCCCN12 (stereo unspecified),1,0.1%,-6,-4,3.2%,-20%,2,760,-21%,5%,i,0.5
O=C(CCCCl)NC1=NN(c2ccccc2)C(=O)C1,1,-2.7%,6,18,0.1%[50 µM],-23%,13,669,-36%,13%,i,0.1
CC1CSc2ccccc2NC1=S (stereo unspecified),1,-1.1%,2,-4,0.6%,-8%,38,735,-13%,10%,i,2.1
COc1ccc(NC(=O)c2ccc(NC(=O)C(C)C)cc2)c([N+](=O)[O-])c1,1.1,-1.0%,-2,11,1.8%[50 µM],0%,11,693,2%,8%,i,0.2
O=C1CCCC(O)=C1C=Nc1ccc(O)cc1,1.1,2.9%,-7,-6,1.4%,2%,x,x,8%,19%,i,0.9
O=S(=O)(NC12CC3CC(CC(C3)C1)C2)c1ccc(F)cc1,1.1,-0.4%,18,19,5.7%,13%,35,813,9%,8%,i,0.6
COc1ccccc1OCCn1c(=O)oc2ccc(C)cc21,1,-0.2%,1,-1,0.3%,5%,-20,674,-2%,7%,+,1.2*
CN(Cc1ccccc1)c1ccc(N2C(=O)CCCC2=O)cc1[N+](=O)[O-],0.9,5.7%,1,-5,2.3%,0%,0,631,1%,3%,i,0.4
COc1ccc(-c2nc(N)ncc2-c2csc(C)n2)c(O)c1OC,1.1,-2.6%,-4,1,0.2%,7%,28,728,46%,3%,i,0.7
O=C(O)c1ccc(NS(=O)(=O)/C=C/c2ccccc2)cc1,1.1,1.0%,-3,-13,0.5%,6%,3,783,1%,-1%,i,0.9
Cc1coc(C)c1C(=O)CC1(O)C(=O)N(Cc2ccccc2)c2ccccc21 (stereo unspecified),1.1,-0.6%,12,21,0.8%,18%,-20,819,15%,9%,i,0.6
Cc1nnc(NC(=O)C(C)Oc2ccc3c(C)cc(=O)oc3c2)s1 (stereo unspecified),1.1,-2.0%,-13,-15,0.6%,-3%,-12,697,-9%,10%,i,1.3
CN(C)c1nc(OCCNC(=O)Nc2ccccc2)nc(N2CCOCC2)n1,1.1,1.2%,1,14,0.9%,11%,48,788,10%,0%,i,0.7
COc1ccc(-c2nsc(SCC(=O)NCC3CCCO3)n2)cc1 (stereo unspecified),1,x,-20,-15,0.0%,-53%,-23,655,-1%,-1%,i,0.2
CCCN(C(=O)c1ccco1)c1nnc(-c2cccc(C)c2)s1,1.1,7.3%,4,14,0.1%,8%,-8,615,2%,x,i,0.5
O=C(Nc1ccc(F)cc1)Nc1ccc(Oc2ncnc3cc(Cl)ccc23)nc1,x,x,x,x,0.4%,x,3,700,x,7%,i,0.1
